Screens deposited in PubChem by several laboratories.
GSH fluor: GSH bead compound fluorescence profile. GSH beads flow cytometry, compound fluorescence 488/530 nm; active compounds read high. fluorescence (KMESF) at 10 µM. 190,000 compounds, 0.25% hits. AID 1776; in the data active = fluorescence above about 89;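 also: glutathione beads carrying GST-tagged Bcl family fusion proteins plus one bare bead set; values are compound well signal with DMSO vehicle wells as background; inactives centre near 16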
Bcl-B Bim block: disrupts Bim peptide binding to human Bcl-B | Q9HD36 | bead-based flow cytometry | inhibition, % at 10 µM | 190,000 compounds, 0.073% hits;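 also: 0% = tracer peptide without compound and 100% = reference inhibitor peptide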
RGS8-Gao reg: modulates binding of RGS8 to human Galphao; 220,000 compounds, 0.34% hits; AID 1423; multiplexed bead flow cytometry; actives lie on both sides; response (percent of control binding), % at 10 µM; P09471; in the data active = response below about 60% or above about 140%; inactive = in between;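 also: Galphao activated as the GDP aluminium fluoride complex binding bead-coupled RGS8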
Bim-Bcl-W: human Bim-Bcl-W interaction inhibition. Q92843. inhibition, % at 10 µM. AID 952. bead-based flow cytometry, Bim peptide-Bcl-W binding. 190,000 compounds, 0.02% hits;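 also: 0% = bound tracer without compound and 100% = peptide blocker; higher means less fluorescent Bim peptide bound to Bcl-W beads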
Target sequence (Q92843 whole entry, looked up): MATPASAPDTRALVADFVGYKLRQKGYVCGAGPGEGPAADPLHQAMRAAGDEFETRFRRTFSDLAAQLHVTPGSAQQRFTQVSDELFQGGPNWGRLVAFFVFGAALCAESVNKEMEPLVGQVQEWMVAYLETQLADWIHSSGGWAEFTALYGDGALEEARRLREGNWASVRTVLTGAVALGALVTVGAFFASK
Bcl-2 Bim block: human Bim-Bcl-2 interaction inhibition. P10415. Bead-based flow cytometry, Bim peptide-Bcl-2 binding. inhibition, % at 10 µM. 190,000 compounds, 0.06% hits. AID 950; in the data active = inhibition above about 40%; inconclusive = no clear call, values can overlap the other calls;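 also: 0% = no compound wells with probe peptide and 100% = reference peptide inhibitor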
Target sequence (P10415 whole entry, looked up): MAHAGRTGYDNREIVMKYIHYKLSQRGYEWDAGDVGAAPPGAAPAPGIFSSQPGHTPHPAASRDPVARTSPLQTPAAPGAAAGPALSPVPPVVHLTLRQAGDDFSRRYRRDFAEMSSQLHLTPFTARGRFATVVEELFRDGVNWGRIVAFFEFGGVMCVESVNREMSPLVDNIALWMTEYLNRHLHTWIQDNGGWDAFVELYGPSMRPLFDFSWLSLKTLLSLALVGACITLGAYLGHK
RGS4-Gao reg: human RGS4-Galphao interaction regulation; P09471; Multiplexed bead flow cytometry, RGS4-Galphao binding; actives lie on both sides; binding response (% of control), % at 10 µM; 220,000 compounds, 0.33% hits; in the data active = binding response below about 49% or above about 150%; inactive = in between;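 also: fluorescent Galphao activated with aluminum fluoride binding bead-coupled RGS4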
Mcl-1 Bim block: human Bim-Mcl-1 interaction inhibition | Q07820 | Bead-based flow cytometry, Bim peptide-Mcl-1 binding | inhibition, % at 10 µM | 190,000 compounds, 0.1% hits;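 also: 0% = no compound tracer wells and 100% = peptide blocker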
Target sequence (Q07820 whole entry, looked up): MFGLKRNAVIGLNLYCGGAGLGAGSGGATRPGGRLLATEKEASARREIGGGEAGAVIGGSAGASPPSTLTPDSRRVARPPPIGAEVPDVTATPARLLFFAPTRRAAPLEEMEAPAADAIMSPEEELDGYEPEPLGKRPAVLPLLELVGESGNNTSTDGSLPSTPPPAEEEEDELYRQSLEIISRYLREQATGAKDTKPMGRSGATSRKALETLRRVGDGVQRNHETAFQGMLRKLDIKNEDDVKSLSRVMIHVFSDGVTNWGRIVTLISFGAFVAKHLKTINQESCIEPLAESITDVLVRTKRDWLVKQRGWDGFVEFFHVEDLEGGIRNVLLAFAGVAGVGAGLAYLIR
Bcl-XL Bim block: inhibitors of Bim-Bcl-XL interaction, human; AID 1007; inhibition, % at 10 µM; Bim peptide-Bcl-XL binding, bead flow cytometry, fluorescence; 190,000 compounds, 0.04% hits
Target sequence (Q07817 whole entry, looked up): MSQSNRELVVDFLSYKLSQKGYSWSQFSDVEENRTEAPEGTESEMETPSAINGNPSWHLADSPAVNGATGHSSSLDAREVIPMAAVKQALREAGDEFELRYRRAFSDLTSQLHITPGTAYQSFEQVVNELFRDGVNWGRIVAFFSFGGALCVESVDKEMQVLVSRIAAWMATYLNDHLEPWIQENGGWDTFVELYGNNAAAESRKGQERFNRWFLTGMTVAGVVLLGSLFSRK
RGS7-Gao: regulators of human RGS7-Galphao interaction | P09471 | Multiplexed bead flow cytometry, RGS7-Galphao binding; actives lie on both sides | binding response (% of control), % at 10 µM | 220,000 compounds, 0.35% hits; in the data active = binding response below about 49% or above about 150%; inconclusive = no clear call, values can overlap the other calls; inactive = in between;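 also: fluorescent Galphao held in activated GDP-AlF4 state binding bead-coupled RGS7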
Bfl-1 Bim block: disrupts Bim binding to human Bfl-1. Q16548. Bead-based flow cytometry, Bim-Bfl-1 binding inhibition. inhibition, % at 10 µM. 190,000 compounds, 0.12% hits;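 also: 0% = wells without compound plus tracer and 100% = blocker peptide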
Mcl1 Bid PPI: disrupts binding of human Mcl-1 to Bid peptide. Q07820. TR-FRET Mcl-1/Bid-Dy647 peptide binding, 1536-well. inhibition, % at 21.7 µM. 220,000 compounds, 0.97% hits;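 active = compounds that cut the binding signal by more than half at the single screening dose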;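 also: His-tagged Mcl-1 with europium anti-His antibody binding Bid BH3 peptide; 0% = Mcl-1 plus peptide wells and 100% = peptide-only wells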
* = called active by the depositor; ? = inconclusive. Rule as the data show it, unless noted: active = inhibition above about 40%.

SMILES	GSH fluor	Bcl-B Bim block	RGS8-Gao reg	Bim-Bcl-W	Bcl-2 Bim block	RGS4-Gao reg	Mcl-1 Bim block	Bcl-XL Bim block	RGS7-Gao	Bfl-1 Bim block	Mcl1 Bid PPI
CCN(CC)CCNC(=O)c1cc2cc(Br)ccc2s1	11	-6	99	0	-3	94	0	-1	97	-6	-8
CC(C)C(NC(=O)C1CCCCC1)C(=O)NC1CCN(Cc2ccccc2)CC1 (stereo not drawn)	5	-7	108	6	-5	107	0	-4	104	-13	1
Cc1cccc(NC(=O)CN(C)S(=O)(=O)c2cccs2)c1	32	-15	100	-4	-7	98	-5	-9	99	-15	-6
Cc1ccc(S(=O)(=O)c2nc(C(C)(C)C)oc2N2CCOCC2)cc1	18	2	81	-5	-3	98	0	-3	96	-22	-28
O=C(NCCCN1CCOCC1)Nc1ccc(Cc2ccc(NC(=O)NCCCN3CCOCC3)cc2)cc1	24	-16	101	-5	-3	91	-3	-2	98	2	-3
NC(=S)N/N=C1\CC(n2nnn(-c3cccc(Cl)c3)c2=S)C2COC1O2 (stereo not drawn)	15	-9	103	1	0	101	-4	-4	99	0	-33
CC(C(=O)NCc1ccco1)n1nc(-c2ccccc2)c2cc(Cl)ccc21 (stereo not drawn)	12	-6	99	-2	-7	98	-2	-6	96	-11	-17
O=C(NCc1cn2ccsc2n1)Nc1cccc(Cl)c1	25	-10	100	-6	-8	103	-5	-12	100	-14	-10
O=C(CCc1nnc(CCCc2ccccc2)o1)NCCCC1CCCC1	30	0	97	2	1	105	2	0	107	0	4
COc1ccc(CC(=O)Nc2ccc(-c3cn4ccccc4n3)cc2)cc1OC	28	-7	107	0	-6	115	-1	1	112	-9	-13
O=C(O)c1ccccc1-c1ccc(/C=C/c2cc(C(F)(F)F)[nH]c(=O)n2)o1	13	-5	104	0	-3	102	-2	0	?	-2	-19
Cc1ccc(N=Cc2c(O)ccc3ccccc23)cc1F	10	-6	87	-1	1	104	-2	-4	97	5	-3
CCOC(=O)C1=C(C)N=C2SC(C)C(=O)N2C1c1ccc(OCC)c(OCC)c1 (stereo not drawn)	13	-11	104	-2	-14	99	-3	-7	100	-11	-22
O=C(COc1ccc2ccccc2c1)Nc1cccc2cccnc12	66	-1	100	-1	-3	100	-3	-2	100	-5	-11
CCCCn1c(=O)nc2n(-c3ccc(C)cc3)c3ccccc3cc-2c1=O	9	-18	83	2	8	94	-1	-3	96	4	26
CC1(C)CC(=O)C2=C(C1)OC(c1ccncc1)C(C#N)=C2N (stereo not drawn)	14	-7	93	-3	-4	89	-2	-6	86	-9	-18
Cc1cccc(C)c1NC(=O)CSc1nnc(NC(=O)CN2CCOCC2)s1	12	-1	104	0	-2	107	-1	0	105	-1	23
CCCC(CCC)C(=O)Nc1ccc2c(c1)N(C(=O)CCN1CCN(C)CC1)c1ccccc1CC2	23	0	108	0	1	104	0	1	107	2	2
CCN1C(=O)CC(N2CCN(c3ccc(C(=O)c4ccncc4)cc3)CC2)C1=O (stereo not drawn)	41	-22	101	0	-15	101	-62	-5	99	-12	-31
CCC1CCCCN1CC(=O)Nc1cc(C)nn1-c1nc(C)cc(C)n1 (stereo not drawn)	30	-4	100	0	-5	100	-4	-2	99	-11	-14
Cc1cccc(N2CCN(C(=O)CCNC(=O)Cn3ccc4ccccc4c3=O)CC2)c1C	26	-11	100	-8	-17	99	-8	-16	95	-25	-9
O=C(CSc1nnnn1-c1cccc2ccccc12)Nc1ccc(N2CCOCC2)c(Cl)c1	4	-9	105	0	-8	110	0	-1	106	-11	3
Cc1cc(/C=N\NC(=O)COc2cccc3cccnc23)c(C)n1-c1ccc(Br)cc1	14	-6	102	0	-7	103	-2	-2	100	-16	-35
CCOC(=O)N1CCN(C(=O)COc2cc(=O)n(CC)c3ccccc23)CC1	64	-1	100	1	-3	100	-2	-1	103	-4	11
CC(=O)c1cccc(NC(=O)C2CCCN(S(=O)(=O)c3ccccc3)C2)c1 (stereo not drawn)	40	-6	98	-1	-7	99	-1	1	100	-12	-10
SMILES	GSH fluor	Bcl-B Bim block	RGS8-Gao reg	Bim-Bcl-W	Bcl-2 Bim block	RGS4-Gao reg	Mcl-1 Bim block	Bcl-XL Bim block	RGS7-Gao	Bfl-1 Bim block	Mcl1 Bid PPI
COc1cc(CN(C(=S)NCC(=O)NC2CCCC2)C2CCCC2)cc(OC)c1OC	6	-1	104	-1	0	102	-2	0	105	0	-18
CN(Cc1cn(C)c2ccccc12)C(=S)Nc1cc(F)cc(F)c1	3	-9	91	0	-1	100	-3	-4	101	2	-60
O=C(O)C1C2C=CC(C2)C1C(=O)NCc1ccoc1 (stereo not drawn)	43	3	102	4	0	103	-1	-1	101	6	-28
C=CCN1C(=O)C(O)(CC(=O)c2ccco2)c2cc(Br)ccc21 (stereo not drawn)	15	2	111	-2	1	106	0	-1	?	5	-24
CCN(CC)c1ccc(/C=N/NC(=O)c2cnccn2)cc1	25	-4	105	0	0	109	0	-2	108	-3	-33
CC1Cc2ccccc2N1S(=O)(=O)c1cccc(C(=O)NCCCO)c1 (stereo not drawn)	28	1	99	-4	-3	98	0	0	97	-3	-1
O=C(NCc1ccc2c(c1)OCO2)C1CC(=O)N(C2CCCCCC2)C1 (stereo not drawn)	30	5	98	9	7	99	7	9	98	10	1
CCNc1nc(NC(C)C)nc(N2CC(=O)N(CC(=O)OCC)C2=N)n1	29	-6	103	-3	-2	104	-2	-4	103	0	-2
CC(c1ccccc1)C1NC(C(=O)O)CS1 (stereo not drawn)	24	-4	101	-3	3	100	1	-3	99	0	21
Cc1cc(Br)ccc1NC(=O)CN1C(=O)C2C3CC(c4ccccc4)C(C3)C2C1=O (stereo not drawn)	13	1	100	-1	-6	101	-1	-2	101	0	7
CC(C)CNC(=O)CC(c1ccccc1)c1ccccc1	15	-6	95	-3	-2	86	0	-2	102	-3	-12
CCc1ccc(C2C(C#N)=C(N)N(N(C)C)C3=C2C(=O)CCC3)s1 (stereo not drawn)	7	0	102	0	3	101	-1	-3	100	0	-77
N#C/C(=C(/O)CSc1ncn[nH]1)c1nc2ccccc2[nH]1	11	-6	96	-1	0	93	-3	-1	90	-3	-45
Cc1cc(C(F)(F)F)n2nc(C)c(-c3ccc(Cl)cc3)c2n1	12	-8	101	-5	0	101	-2	-8	99	-2	2
CN(C(=O)c1ccccn1)C1(C(=O)NC2CCCCC2)CCCCC1	29	-7	99	0	-10	99	0	-2	99	-12	-4
CCOc1ccc(Oc2c(/C=N/NC(=O)C3CC3)c(C)nn2-c2ccccc2)cc1	9	0	90	1	-1	95	3	2	93	-16	1
Cc1ccc(C(=O)NCCc2nnc(SCC(=O)Nc3nc(-c4ccccc4)cs3)n2C)cc1	19	-6	97	-3	-8	97	-1	-7	100	-1	-16
O=S(=O)(NCc1ccc(Cl)cc1)c1cnc[nH]1	9	-3	82	-5	-3	81	-8	-3	91	-6	-8
O=C(CN1C(=O)NC2(CCCCCC2)C1=O)N1CCN(S(=O)(=O)c2ccccc2)CC1	11	-2	99	-2	0	98	-2	-1	99	-2	-12
N#Cc1cc2c(nc1SCC(=O)N1CCCCC1)CCCCC2	31	-15	103	-5	-8	105	-3	-14	102	-6	-10
CCOC(=O)N1CCN(c2nc3ccccc3nc2C(C#N)C(=O)NCCc2ccccc2)CC1 (stereo not drawn)	23	-10	82	-3	-8	94	-1	-8	96	-11	-27
CCOC(=O)c1c(C)nc2c(c1-c1cc(OC)c(OC)c(OC)c1)C(=O)c1ccccc1-2	76	-4	105	-1	-7	100	0	-3	100	-10	-7
CCn1c(C(=O)N2CCC(Cc3ccccc3)CC2)cc2sccc21	17	-2	102	0	-1	101	-3	-2	100	-1	-5
O=C(CCNS(=O)(=O)c1c(Cl)cccc1Cl)OCC(=O)c1ccccc1F	11	-3	99	-1	1	97	0	-3	100	-1	-17
COc1ccc(S(=O)(=O)N2CCCC2C(=O)Nn2cnnc2)cc1 (stereo not drawn)	39	-4	101	1	-3	80	0	-4	87	-7	-13
SMILES	GSH fluor	Bcl-B Bim block	RGS8-Gao reg	Bim-Bcl-W	Bcl-2 Bim block	RGS4-Gao reg	Mcl-1 Bim block	Bcl-XL Bim block	RGS7-Gao	Bfl-1 Bim block	Mcl1 Bid PPI
O=C(CCc1nc(-c2ccccc2)no1)NCc1ccco1	32	-7	95	0	-6	90	-1	4	94	-10	-12
CN(c1cccc(NC(=O)c2ccc(C(C)(C)C)cc2)c1)S(C)(=O)=O	10	-5	98	-1	-5	103	0	-3	109	-6	-28
CCc1nc2ccccc2c(C(=O)OC2CCCCC2=O)c1C (stereo not drawn)	10	0	108	3	0	105	1	1	107	0	-19
CCc1ccc(/C=C(\C)C(=O)c2c(C)cc(C)[nH]c2=O)cc1	11	-2	97	0	-2	97	1	-1	92	-5	-36
CC(=O)Nc1ccc2c(c1)CCC2=O	18	-6	103	1	-10	100	-2	-2	103	-8	-19
N#Cc1c(-c2ccco2)cc(-c2ccc(F)cc2)nc1N	20	0	97	1	2	101	0	0	100	11	5
CCOC(=O)CN1C(=O)N[C@@H](c2ccc(Br)cc2)C(C(C)=O)=C1C	19	-4	102	-2	-2	104	-3	-2	102	-4	3
COc1ccc(OC)c(N(CC(=O)Nc2cccnc2)S(=O)(=O)c2ccccc2)c1	34	-6	97	0	-4	95	1	-4	98	-11	-43
CCOc1ccc(C(=O)Nc2nnc(C)s2)cc1OCC	31	-10	105	-5	-8	107	-2	0	101	-12	-4
Cc1csc(NC(=O)Cc2c[nH]c3ccccc23)n1	20	2	99	-2	-2	97	1	0	101	-1	-48
COc1cccc(C(=O)/C=C/Nc2ccc(S(=O)(=O)Nc3cccc(C(C)=O)c3)cc2)c1	12	-3	107	0	-3	96	-2	-1	99	0	-27
Cc1cc2cc(C(c3nnnn3C3CCCC3)N(Cc3cccnc3)Cc3ccco3)c(=O)[nH]c2cc1C (stereo not drawn)	48	-5	103	3	-6	99	-4	-3	101	-12	-52
CCCC(C)C(=O)Nc1ccc(NC(C)=O)cc1 (stereo not drawn)	11	-4	104	2	-7	102	0	0	96	-11	-35
Cc1ccc(C)c(-n2c(-c3csc(C)c3C)n[nH]c2=S)c1	7	0	95	-1	-3	99	0	-2	101	0	-22
NC(=O)c1ccccc1NC(=O)c1ccccc1F	11	-2	102	1	0	105	-1	0	105	0	-27
O=C1CCC(C(=O)OCC(=O)c2c[nH]c3ccccc23)=NN1	10	-3	100	-4	0	101	-1	-1	99	0	4
CCn1c(=O)cc(SCC(=O)N2CCN(c3ccccn3)CC2)c2ccccc21	33	-9	101	-1	-6	98	0	-9	99	-9	0
COC(=O)C1C(=O)/C(=C/N(C)C)C(=O)CC1(C)C (stereo not drawn)	14	-3	102	-4	1	101	-1	-2	100	-4	-14
CCCc1cc2c(cc1NC(=O)c1ccccc1C)OCO2	17	0	101	0	0	101	1	0	99	0	-19

Some of these compounds in order of number of heavy atoms, ascending.
SMILES	GSH fluor	Bcl-B Bim block	RGS8-Gao reg	Bim-Bcl-W	Bcl-2 Bim block	RGS4-Gao reg	Mcl-1 Bim block	Bcl-XL Bim block	RGS7-Gao	Bfl-1 Bim block	Mcl1 Bid PPI
CCCC(C)C(=O)Nc1ccc(NC(C)=O)cc1 (stereo not drawn)	11	-4	104	2	-7	102	0	0	96	-11	-35
CCc1nc2ccccc2c(C(=O)OC2CCCCC2=O)c1C (stereo not drawn)	10	0	108	3	0	105	1	1	107	0	-19
CN(c1cccc(NC(=O)c2ccc(C(C)(C)C)cc2)c1)S(C)(=O)=O	10	-5	98	-1	-5	103	0	-3	109	-6	-28

Random draw from the library. Share with any hit: about 1.8%.
